RAD52 inh: RAD52 DNA annealing inhibitors, primary screen, biochemical, FRET, single point, set 2 | DNA repair protein RAD52 homolog (Homo sapiens), P43351 | recombinant RAD52 DNA annealing, FRET fluorescence | inhibition, % at 18.7 µM | hit rate 0.46% among 360,000 | AID 651710, 2012;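 active = every replicate showing at least 50% inhibition; inconclusive = mean inhibition at least 50% but not in every replicate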
E-sel inducer: E-selectin induction in HUVECs, primary screen, imaging, HUVEC, immunofluorescence imaging, single point. normalized: neutral wells 0, TNF-alpha wells 100. activation, % at 7.58 µM. hit rate 0.37% among 260,000. P16581;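 active = mean E-selectin-positive cell signal at least 10% of the positive control, reached in at least 60% of replicates, without over 20% cell loss; inconclusive = no rule given, readout overlaps actives, possibly toxicity-flagged; inactive = the rest, including those meeting only one limit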;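 note: in these data hits start at about 27%; measured in HUVEC primary endothelial cells; signal is the percent of cells scored E-selectin positive by PE staining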
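material = human umbilical vein endothelial cells (HUVEC), E-selectin induction | quantity = 3,000 cells/well | medium = EGM-2 growth medium on 0.1% gelatin-coated wells | technique = immunofluorescence imaging | read-out basis = % PE-positive cells | control set = TNF-alpha positive control, DMSO neutral control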
Casp6 inh: human caspase-6 inhibitors, primary screen, biochemical, VEID-R110 fluorescence, single point, set 2. inhibition, % at 12.5 µM. P55212. purified caspase-6, Z-VEID-R110 cleavage fluorescence. hit rate 0.53% among 350,000;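 active = mean inhibition across replicates at least about 35%, with every replicate also reaching that limit, limit read from the data; inconclusive = only one of the two criteria met; inactive = neither criterion met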;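 note: 0% = median of neutral control wells and 100% = no fluorescence left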
Target sequence (P55212 24-179 limits assumed): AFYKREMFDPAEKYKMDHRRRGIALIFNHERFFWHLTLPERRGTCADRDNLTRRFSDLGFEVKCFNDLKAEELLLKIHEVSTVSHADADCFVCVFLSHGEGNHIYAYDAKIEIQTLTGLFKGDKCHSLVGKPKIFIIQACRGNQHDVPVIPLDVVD
Target sequence (P55212 194-293 limits assumed): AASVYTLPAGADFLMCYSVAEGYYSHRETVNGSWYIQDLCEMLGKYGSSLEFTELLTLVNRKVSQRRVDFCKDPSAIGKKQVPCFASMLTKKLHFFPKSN
RAD54 inh: inhibitors of human RAD54 branch migration, primary screen, biochemical, fluorescence, single point | DNA repair and recombination protein RAD54-like (Homo sapiens), Q92698 | RAD54 Holliday junction branch migration, FAM/BHQ fluorescence | inhibition, % at 10.4 µM | hit rate 0.14% among 360,000;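 active = mean normalized replicate activity at least 40 and at least half of replicates scoring 40 or more; inconclusive = only one of the two criteria met; inactive = mean below 40 and under half of replicates reaching 40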;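 note: 0% = median of neutral control wells and 100% = median of positive control wells; inhibitors cause a drop in the FAM fluorescence signal; in these data hits start at about 50%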
Target sequence (Q92698 whole entry, looked up): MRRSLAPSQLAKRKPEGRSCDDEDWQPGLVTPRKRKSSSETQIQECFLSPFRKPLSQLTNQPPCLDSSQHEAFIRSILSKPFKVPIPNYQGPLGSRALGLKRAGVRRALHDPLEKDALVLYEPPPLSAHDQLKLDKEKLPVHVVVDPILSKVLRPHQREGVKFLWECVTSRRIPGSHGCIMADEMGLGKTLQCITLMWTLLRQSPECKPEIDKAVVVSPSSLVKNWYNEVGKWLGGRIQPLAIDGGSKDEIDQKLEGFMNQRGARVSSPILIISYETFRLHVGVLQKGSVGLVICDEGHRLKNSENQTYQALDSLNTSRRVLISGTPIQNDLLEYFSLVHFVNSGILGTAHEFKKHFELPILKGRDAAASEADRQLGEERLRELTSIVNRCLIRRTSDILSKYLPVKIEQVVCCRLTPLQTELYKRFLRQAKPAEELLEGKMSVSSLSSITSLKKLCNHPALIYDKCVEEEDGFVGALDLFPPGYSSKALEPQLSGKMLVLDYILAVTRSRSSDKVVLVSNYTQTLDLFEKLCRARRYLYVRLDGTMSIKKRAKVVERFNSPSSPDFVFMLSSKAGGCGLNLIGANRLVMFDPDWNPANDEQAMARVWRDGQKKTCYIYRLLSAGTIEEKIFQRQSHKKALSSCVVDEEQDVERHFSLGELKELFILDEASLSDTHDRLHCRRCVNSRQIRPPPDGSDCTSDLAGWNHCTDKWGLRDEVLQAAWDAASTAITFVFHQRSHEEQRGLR
esBAF inh: Bmi1 luciferase reporter increase in mESCs, primary screen, esBAF inhibitor project, mouse ES cells, Bmi1 luciferase knock-in, single point; 24 h; 100% = twice the neutral-well signal; reporter increase, % at 12.5 µM; hit rate 2% among 350,000; AID 602393, 2012; in the data active = activation above about 40%; inconclusive = no clear call, values can overlap the other calls;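 note: 0% = median of the plate's neutral control wells and 100% = double that signal; a rise in the Bmi1 reporter signal indicates esBAF inhibition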
ARNT TACC3 PPI: disruptors of ARNT/TACC3 protein interaction, primary screen, biochemical, AlphaScreen, single concentration; AlphaScreen His-ARNT PAS-B/GST-TACC3 binding, luminescence; TACC3 fragment carries E629A point mutation; inhibition, % at 9.99 µM; hit rate 0.66% among 390,000; AID 623870, 2012;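 active = mean inhibition of replicates at least 50% and at least half of replicates each reaching 50%; inconclusive = half or more replicates reach 50% but mean below 50%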;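 note: 0% = complete ARNT plus TACC3 wells and 100% = ARNT alone without TACC3; many hits fall short of the cut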
PglD DTNB: C. jejuni PglD acetyltransferase inhibitors, primary screen, biochemical, DTNB colorimetric, single point | hit rate 0.098% among 360,000 | UDP-N-acetylbacillosamine N-acetyltransferase PglD (Campylobacter jejuni) | purified PglD enzyme, DTNB colorimetric CoA detection | inhibition, % at 12.5 µM; in the data active = inhibition above about 16%, passing the limit was not always enough; inconclusive = no clear call, values can overlap the other calls; note: strong numbers were not always called active
ERp5 inh: inhibitors of ERp5-driven insulin aggregation, primary screen, biochemical, turbidity, absorbance 650 nm, single point | AID 651711, 2012 | Protein disulfide-isomerase A6 (Homo sapiens), Q15084 | inhibition, % at 9.99 µM | 90 min | hit rate 0.05% among 350,000;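 active = mean replicate inhibition above about 25%, with every replicate also reaching it, limit read from the data, passing the limit was not always enough; inconclusive = only one of those two criteria met; inactive = neither criterion met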
Active calls of the source: *; ? = inconclusive; . = no result given; & = joins results of further samples.

SMILES	RAD52 inh	E-sel inducer	Casp6 inh	RAD54 inh	esBAF inh	ARNT TACC3 PPI	PglD DTNB	ERp5 inh
O=C(N[C@H]1CC[C@@H](CC(=O)N2CCCCC2)O[C@@H]1CO)c1ccc2c(c1)OCO2	-10	0.1	1	-4	-2	-2	2	-1
Cc1ccc(NC(=O)CN(C)CC(=O)N(CC(C)C)c2c(N)n(CC(C)C)c(=O)[nH]c2=O)c(C)c1	-12	-0.1	-1	-10	4	.	2	-1
CCOC(=O)C1(Cc2cccc(OC)c2)CCN(CCO)CC1	-21	-1.0	.	2	-2	-3	5	-4
Cc1onc(-c2c(F)cccc2Cl)c1C(N)=S	-18	.	-1	-11	-1	.	9	4
CCOC(=O)c1sc2nc(OCCN3CCOCC3)cc(C)c2c1N	12	0.3	82*	.	.	.	.	2
Cc1cc(C)cc(N2C(=O)CC(Cn3nc(C)cc3C)C2=O)c1 (centres undefined)	-7	1.4	-1	6	.	.	1	-1
CC(=C\c1ccccc1)/C=C1/SC(=S)N(CCCC(=O)O)C1=O	-62	0.1	-6	-4	-24	0	4	-2
Cn1c(=O)cc(Cl)[nH]c1=O	-10	-1.2	-1	.	.	5	.	3
CCOc1ccc(NC(=O)C(=S)NC2CCCCC2)cc1	4	9.0	-2	.	.	-2	.	2
O=C(Oc1ccc(=O)[nH]n1)c1ccccc1	1	?	.	-4	-1	.	5	4
O=C(c1c(Cl)cccc1Cl)N1CCN(c2ncccn2)CC1	-11	-0.1	3	-10	3	-2	5	3
CCOC(=O)C(=Cc1ccc(Br)cc1)C(=O)OCC	-2	0.7	-2	3	-1	-8	0	1
CC(C)CCC[C@@H](C)[C@H]1CC[C@H]2[C@@H]3C(=O)C=C4C[C@@H](O)CC[C@]4(C)[C@H]3CC[C@]12C	30	-0.2	-4	0	-5	0	5	-1
COc1ccc(/C=N/n2c(=O)[nH]c3c([nH]c4ccc(C)cc43)c2=O)cc1CN1CCOCC1	-9	.	1	.	.	-9	.	2
COc1cccc(C(=O)OCC(=O)NCc2ccc3c(c2)OCO3)c1OC	-19	-0.2	0	5	-4	31	2	5
CCCNC(=O)N[C@@H]1C=C[C@H](CC(=O)N2CCN(C)CC2)O[C@H]1CO	6	0.1	-3	1	-1	-4	-2	-3
COC1OCC(O)C(NC(=O)N(C)N=O)C1O (centres undefined)	2	-0.2	2	-1	.	.	-2	5
CC(C)CNC(=O)[C@@H]1c2ccccc2C(=O)N(CC23CC4CC(CC(C4)C2)C3)[C@H]1c1ccc(CO)cc1	-13	.	2	11	.	-21	4	0
C[C@@]12CC[C@H]3OC(=O)C=C3C1CC[C@@]13CC(CCC12)[C@](CO)(O[C@H]1O[C@H](CO)[C@@H](O)[C@H](O)[C@H]1O)C3 (some centres undefined)	-1	.	4	3	-5	-9	6	-2
COc1cc(/C=C(\C#N)c2nn(CCO)c(N)c2C#N)cc(OC)c1OC	9	-2.8	1	.	-14	-13	.	3
COc1ccc(CC(=O)Nc2ccc(S(=O)(=O)NC(C)C)cc2)cc1	.	.	.	3	14	-7	-2	.
CCn1c2ccccc2c2cc(C#N)c(N)nc21	-18	0.9	4	-2	.	.	-2	-1
CCC(Sc1nc2ccsc2c(=O)n1Cc1ccc(C(=O)O)cc1)C(=O)Nc1cc(Cl)ccc1C (centres undefined)	-7	-0.1	0	-5	7	.	-4	3
COc1ccc(COC(=O)C2=C(C)NC(=O)NC2c2cccc(Br)c2)cc1 (centres undefined)	-2	.	3	-8	8	0	0	-3
C[C@H]1CN([C@@H](C)CO)C(=O)CCCn2nncc2CO[C@H]1CN(C)C(=O)Nc1ccccc1	4&-5	1.1&-0.1	0&-5	-4&4	-2&3	6	7&-2	0&0
COc1ccc(-c2cc(C(=O)Nc3ccc(C(N)=O)cc3)c3ccccc3n2)cc1OC	-6	.	1	.	.	-3	.	1
CN(CC(=O)Nc1ccccc1Cl)C(=O)c1ccccc1SCC(=O)N1CCCC1	-9	4.6	-1	-2	8	-4	-3	-3
COc1ccc(NC(=O)C2CCCN(S(=O)(=O)c3cnc[nH]3)C2)cc1 (centres undefined)	3	.	0	-12	5	8	2	0
Cc1cc(Cl)ccc1OCCCC(=O)Nc1cc(S(=O)(=O)N2CCOCC2)ccc1N1CCOCC1	-19	0.0	-2	-5	4	1	0	-3
CO[C@H]1CN(C)C(=O)c2cc(NS(=O)(=O)c3ccc(Cl)cc3)ccc2OC[C@H](C)N(C)C[C@@H]1C	-3	-0.1	-2	3	2	-3	-2	-1
CS(=O)(=O)c1ccc(Cl)c(NC(=O)COC(=O)CNC(=O)c2ccccc2)c1	5	2.8	-4	.	-5	-5	.	-5
CCCCNC(=O)c1cccc2c(=O)c(C)c(-c3ccccc3)oc12	-4	1.0	4	.	.	-13	.	4
C[C@H]1CN([C@@H](C)CO)C(=O)c2cccc(NC(=O)C3CC3)c2O[C@H]1CN(C)CC1CC1	-4	-2.8	0	-8	-2	-1	0	7
CC/C(=N\NC(=O)c1ccc2c(c1)OCO2)c1ccccc1	-5	1.1	0	-1	9	0	4	2
CC(Sc1nnc(-c2ccccc2)c(-c2ccccc2)n1)C(=O)Nc1ncc(Cl)cc1Cl (centres undefined)	-10	-0.3	2	.	.	1	.	7
O=C(CSc1ccc(F)cc1)N1CCN(S(=O)(=O)c2ccccc2)CC1	-9	.	2	4	5	-2	-1	1
CC(=O)Nc1ccc(S(=O)(=O)N2CCN(CCN3CCOCC3)CC2)cc1Cl	-19	9.4	-1	.	.	-4	.	6
CN(C(=O)COC(=O)c1ccc(Br)o1)c1c(N)n(Cc2ccccc2)c(=O)[nH]c1=O	-5	-0.3	0	.	.	-3	.	3
O=C(O)c1nn2cc(CCO)cnc2c1Cl	-12	.	-1	-8	-1	-33	-1	1
CCOC(=O)c1c(C)[nH]c(C)c1S(=O)(=O)NCCc1cccs1	-21	.	-2	-8	-3	-3	-2	9
CCn1cc(C2=NOC(C(=O)Nc3cc(C)nn3-c3ccccc3)C2)c(C)n1 (centres undefined)	.	.	.	-5	-18	5	-2	.
Cc1noc(C)c1NC(=O)N(C)C[C@H]1OCCCC[C@H](C)Oc2ccc(NC(=O)Nc3ccc(F)cc3)cc2C(=O)N([C@H](C)CO)C[C@@H]1C	15	-0.1	2	-10	-1	1	-4	1
C/C(=N\NC(=O)c1ccccc1-n1cccc1)c1ccccn1	-15	0.1	8	5	-44	.	-1	4
O=C(O)c1cc(N/N=C/C(Cl)=C/c2ccccc2)ccc1Cl	-17	0.2	4	1	-10	23	2	0
C[C@H]1CN([C@@H](C)CO)C(=O)c2cccc(NC(=O)c3ccncc3)c2O[C@H]1CN(C)CC1CCCCC1	.	0.2	.	1	3	.	3	0
Cc1cccc(OCC(=O)Nc2ccc(NC(=O)c3ccco3)cc2)c1	-3	.	6	-5	9	-3	-2	0
CCOC(=O)CCC(=O)N1CCNC(=O)C1	-1	0.2	0	4	-5	-4	-4	-5
Cc1ccc(S(=O)(=O)Nc2ccccc2F)cc1C(=O)NCc1ccco1	-16	-0.1	9	-5	3	-4	-1	-1
CC(=O)N1c2ccc(S(=O)(=O)N3CCC(C(=O)Nc4ccccn4)CC3)cc2CC1C (centres undefined)	-5	.	4	-10	-3	-2	-1	-2
Cc1ccc(C(=O)Cc2cc3ccccc3oc2=O)c(C)c1	-7	-0.2	.	.	.	0	.	-3
CCO[C@H]1OC(C(=O)N2CCOCC2)=C[C@@H](c2ccccc2)[C@@H]1CCCO	-22	0.0	2	6	1	-15	5	4
O=C(Nc1ccc2c(c1)OCO2)c1cc2n(n1)C(C(F)(F)F)CC(c1ccccc1)N2 (centres undefined)	-8	.	-2	0	-2	-2	1	-3
C=CCn1c(SCC(=O)Nc2cc(NC(C)=O)ccc2OC)nnc1-c1ccccn1	.	.	.	-12	-6	10	-7	.
COc1ccc2[nH]c3c(=O)n(N)c(=O)[nH]c3c2c1	3	0.3	1	-5	-12	-4	2	0
CNC[C@@H]1Oc2ccc(NC(=O)C3CCCCC3)cc2C(=O)N([C@@H](C)CO)C[C@@H]1C	10	0.0	-3	3	2	-2	-2	-6
CNc1nc2c(c(=O)n(C)c(=O)n2C)n1Cc1ccccc1	.	.	.	-5	-13	-34	1	.
O=C(COc1ccccc1O)Nc1ccc(Cl)cc1	.	.	.	0	33	-48	10	.
COc1ccccc1S(=O)(=O)N[C@@H]1C=C[C@H](CC(=O)N2CCCCC2)O[C@@H]1CO	9	-0.2	0	2	3	-5	7	0
COc1ccc(C(=O)OCC(=O)Nc2ccc(F)cc2F)cc1OC	.	.	.	8	3	26	-4	.
OC(COc1ccc2cc(Br)ccc2c1)CN1CCCC1 (centres undefined)	-41	.	-9	1	8	4	1	-4

Nothing new here: 3 of the compounds above.
SMILES	RAD52 inh	E-sel inducer	Casp6 inh	RAD54 inh	esBAF inh	ARNT TACC3 PPI	PglD DTNB	ERp5 inh
Cc1cccc(OCC(=O)Nc2ccc(NC(=O)c3ccco3)cc2)c1	-3	.	6	-5	9	-3	-2	0
CCOC(=O)CCC(=O)N1CCNC(=O)C1	-1	0.2	0	4	-5	-4	-4	-5
Cc1ccc(S(=O)(=O)Nc2ccccc2F)cc1C(=O)NCc1ccco1	-16	-0.1	9	-5	3	-4	-1	-1

Other structures follow.
SMILES	RAD52 inh	E-sel inducer	Casp6 inh	RAD54 inh	esBAF inh	ARNT TACC3 PPI	PglD DTNB	ERp5 inh
O=C(Cc1ccncc1)N[C@H]1CC[C@H](CCn2cc(-c3ccccc3F)nn2)O[C@@H]1CO	1	-0.5	2	0	13	-8	2	2
CNC(=O)C[C@@H]1CC[C@H]2[C@@H](COc3ccc(NC(=O)NCc4ccccc4)cc3C(=O)N2C)O1	.	0.1	.	4	-1	-1	-2	.
Cc1cc(C)[n+](-c2ccc(Oc3ccccc3)c(S(=O)(=O)[O-])c2)[nH]1	-10	.	41*	.	.	2	.	1
C/C(=N/NC(=O)c1cccs1)c1c(C)[nH]n(-c2nc3ccccc3s2)c1=O	-17	.	2	6	.	47*	-3	5
COC1OC(COC(=O)c2ccccc2)C(OC(=O)c2ccccc2)C1OC(=O)c1ccccc1 (centres undefined)	-4	17	0	-10	-5	-1	1	0
C[C@@H]1CN([C@H](C)CO)C(=O)c2cccc(NS(=O)(=O)c3ccc(Cl)cc3)c2O[C@H]1CN(C)C(=O)Nc1cccc2ccccc12	6	-0.2	-1	7	11	2	-3	5
Cc1c(N=Cc2cccnc2)c(=O)n(-c2ccccc2)n1C	.	.	.	1	-3	-9	-1	.
CN(C)c1ccc(CC(=O)N2CCCC(c3cc(C(=O)Nc4ccc(C(C)(C)C)cc4)no3)C2)cc1 (centres undefined)	-16	-0.2	1	-7	-12	.	-7	4
CCOc1ccccc1CN1CCN(C2CCSCC2)CC1CCO (centres undefined)	-19	5.0	12	5	0	0	-3	4
C/C(=N/NC(=O)c1cc(C)[nH]n1)c1ccncc1	0	.	1	-6	9	1	-12	0
O=C(c1cc(-c2ccccc2)n[nH]1)N1CCc2c([nH]c3ccccc23)C1c1ccccn1 (centres undefined)	-16	.	0	-3	3	-1	5	-2
